# High-throughput results: PubChem, several laboratories
# LAP4 TOR yeast = alters LAP4-GFP fluorescence in TOR pathway yeast screen. GFP response vs DMSO, % at 10 µM. AID 2023. hit rate 0.34% among 320,000. S. cerevisiae LAP4-GFP multiplex, flow cytometry GFP, 3 h; median GFP as percent of DMSO wells;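 active means GFP response vs DMSO above a set limit, about the screen mean plus 3 SD, cut at about 150% in these data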
# GASC-1 inh = blocks human GASC-1 demethylase activity. inhibition, % at 2.35 µM. AID 2099. GST-JMJD2C(1-420) H3K9me3 demethylation, DELFIA europium. hit rate 0.069% among 330,000;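 active means more than half of a compound's replicate wells show inhibition beyond 50%, single wells judged on their own value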;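 further: signal counts dimethyl H3K9 product captured on neutravidin plate; 0% = median of DMSO wells and 100% = 0.3 times that DMSO median; strong numbers were not always called active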
# Target sequence (Q9H3R0 1-420 limits assumed): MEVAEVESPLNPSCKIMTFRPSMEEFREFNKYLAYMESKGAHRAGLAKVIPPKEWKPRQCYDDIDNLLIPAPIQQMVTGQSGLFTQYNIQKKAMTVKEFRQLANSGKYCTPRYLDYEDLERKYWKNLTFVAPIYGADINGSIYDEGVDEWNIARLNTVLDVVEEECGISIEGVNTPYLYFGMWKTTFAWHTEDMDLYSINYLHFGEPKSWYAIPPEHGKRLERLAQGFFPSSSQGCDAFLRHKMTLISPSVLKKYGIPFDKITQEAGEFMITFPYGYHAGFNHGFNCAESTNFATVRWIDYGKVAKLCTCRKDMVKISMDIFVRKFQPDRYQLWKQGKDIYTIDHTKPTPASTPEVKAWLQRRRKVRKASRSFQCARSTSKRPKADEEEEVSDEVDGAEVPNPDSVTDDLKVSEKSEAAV
# procasp7 counter = activates human procaspase-7, counter-screen for procaspase-3 activators. AID 463210. activation, % at 8.5 µM. hit rate 0.093% among 330,000. recombinant procaspase-7, Ac-DEVD-pNA absorbance 405 nm; D23A/D198A/D206A triple mutant, cannot self-cleave; scale: DMSO 0, 5 µM enzyme 100;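 active means percent activation above the screen-wide mean plus 3 SD, cut at about 25% in these data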
# Target sequence (P55210 whole entry D23A/D198A/D206A): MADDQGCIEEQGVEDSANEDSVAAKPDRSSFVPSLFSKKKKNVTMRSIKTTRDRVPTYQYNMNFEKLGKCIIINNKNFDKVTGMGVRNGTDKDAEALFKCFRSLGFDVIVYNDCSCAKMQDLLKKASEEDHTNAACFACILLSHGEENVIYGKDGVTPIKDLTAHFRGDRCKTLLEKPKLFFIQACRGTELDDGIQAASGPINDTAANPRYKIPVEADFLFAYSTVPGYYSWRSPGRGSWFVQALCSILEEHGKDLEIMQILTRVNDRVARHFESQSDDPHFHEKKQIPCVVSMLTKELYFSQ
#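 Detection: p-Nitroaniline absorbance at 405 nm, read at 0 and 120 min; system: Uncleavable procaspase-7 mutant enzyme; evaluation: % activation from two-timepoint absorbance difference, scaled to controls; times: 1 h enzyme–compound preincubation and 2 h substrate reaction, both 25 °C; buffer or medium: Zinc-free HEPES pH 7.4 with 300 mM NaCl, 0.01% Triton X-100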
# proCasp3 act = activators of human procaspase-3; P42574; recombinant procaspase-3 D3A, Ac-DEVD-pNA absorbance 405 nm; hit rate 0.11% among 330,000; AID 463141; activation, % at 8.5 µM;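 active means activation above the mean of all tested compounds plus 3 SD, cut at about 21% in these data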;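 further: 0% = DMSO alone and 100% = DMSO wells spiked with extra 5 µM PC-3 D3A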
# Target sequence (P42574 whole entry D9A/D28A/D175A): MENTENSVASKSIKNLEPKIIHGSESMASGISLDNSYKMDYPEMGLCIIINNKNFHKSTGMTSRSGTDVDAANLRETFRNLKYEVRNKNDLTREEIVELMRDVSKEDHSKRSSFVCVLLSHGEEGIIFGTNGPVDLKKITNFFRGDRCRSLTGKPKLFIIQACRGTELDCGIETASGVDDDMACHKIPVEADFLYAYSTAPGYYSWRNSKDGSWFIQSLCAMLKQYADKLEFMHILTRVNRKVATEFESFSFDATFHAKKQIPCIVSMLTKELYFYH
#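 Technique: 405 nm absorbance of p-nitroaniline, reads at 0 and 120 min; Test system: Procaspase-3 D3A mutant; Incubation: 1 h enzyme-compound preincubation, then 2 h substrate reaction, 25 °C; Repeats: singlicate, each compound tested once; Benchmarks: low control DMSO wells, high control DMSO plus 5 µM PC-3 D3A.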
# Yeast superoxide = yeast age-related superoxide inhibition as caloric restriction mimetic. superoxide response (% of plate mean), % at 10 µM. S. cerevisiae aged cells, superoxide DHE fluorescence; active compounds read low. hit rate 0.18% among 330,000;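 active means superoxide response under a set limit, about three screen SD below normal, cut at about 65% in these data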;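 further: yeast aged for seven days with compound at 30 °C before DHE staining; 100% = average MFI of all compound-treated wells on the plate with controls excluded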
# AHR act = activates the human aryl hydrocarbon receptor. P35869. AHR-responsive luciferase reporter cells, luminescence. activation, % at 5 µM. hit rate 2.5% among 320,000; in the data active means activation above about 47%;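 further: 0% = vehicle wells and 100% = reference agonist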
# MEP2-GFP yeast = yeast TOR pathway MEP2-GFP modulation; S. cerevisiae MEP2-GFP strain, flow cytometry GFP, 3 h; 100% = DMSO control level; GFP response vs DMSO, % at 10 µM; hit rate 0.51% among 330,000; AID 2016;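 active means GFP response versus DMSO above a set limit, roughly screen mean plus 3 SD, cut at about 180% in these data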;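 further: median GFP fluorescence of the barcode-gated MEP2-GFP cells per well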
# RPL19A TOR yeast = alters RPL19A-GFP fluorescence in TOR pathway yeast screen | S. cerevisiae RPL19A-GFP strain, flow cytometry, 3 h; active compounds read low | percent response vs DMSO, % at 10 µM | hit rate 0.3% among 330,000 | AID 2025;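 active means percent response vs DMSO below 50%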;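 further: median channel GFP fluorescence of the barcoded RPL19A-GFP strain; ratio of sample median GFP to plate DMSO average so 100% = DMSO; lower means less RPL19A-GFP as with rapamycin TOR inhibition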
# * = called active by the depositor; / = not tested or not shown; [ ] = another dose, or the depositor's remark.
SMILES,LAP4 TOR yeast,GASC-1 inh,procasp7 counter,proCasp3 act,Yeast superoxide,AHR act,MEP2-GFP yeast,RPL19A TOR yeast
COc1ccccc1NS(=O)(=O)c1ccc2ccccc2c1,108,-10,-3,1,101,1,128,101
COc1cccc(-c2ccc(NC(=O)C3CCCN(CCCn4nc(C)cc4C)C3)cc2)c1 (centres undefined),94,-8,-10,-6,102,1,93,96
Cc1cc(C)c(S(=O)(=O)N2CCOC2CNC(=O)C(=O)NCCCN2CCCC2=O)c(C)c1 (centres undefined),94,-6,-3,-1,102,-1,96,98
O=C(NCc1nnc(SCC(=O)N2CCCc3ccccc32)o1)c1ccco1,89,-4,-2,8,112,-1,95,99
Cc1ccc(Cl)cc1N1CCN(C2CCCCC2NS(=O)(=O)c2ccccc2)CC1 (centres undefined),97,4,9,-4,104,1,100,103
O=C(Cc1ccccc1)Nc1ccccc1N1CCOCC1,95,0,0,-11,92,-2,96,96
Cc1cccc(N(CC(=O)NCCSCc2ccco2)S(=O)(=O)c2ccccc2)c1,97,2,-20,-13,108,3,98,99
O=C(CSc1ncnc2ccccc12)Nc1cc(S(=O)(=O)N2CCCCC2)ccc1Cl,98,-2,4,1,96,19,103,100
CC1(C)C(=O)Nc2ccccc2N1C(=O)COC(=O)C1CCCCC1,95,3,7,4,107,0,86,106
O=C(NC1CCSC1=O)c1cccc(Cl)c1 (centres undefined),106,-13,2,4,100,1,110,100
CCC1CCCCN1S(=O)(=O)c1ccc([N+](=O)[O-])cc1 (centres undefined),105,-2,1,0,93,-3,105,108
CC(C)CNC(=O)CCCc1ccccc1,106,4,16,4,86,3,98,98
O=S(=O)(Nc1nccs1)c1ccc(F)cc1,105,-4,9,3,100,2,90,98
O=C(Nc1cccc(O)c1)c1ccc(Br)cc1,107,8,-5,1,97,-2,108,91
O=C(c1cc2c(s1)-c1ccccc1OC2)N1CCCC1,119,7,5,5,91,-3,101,91
CCc1ccccc1NC(=O)CSc1nc2n[nH]c(C)c2c(=N)n1-c1cccc(OC)c1,92,9,8,2,90,18,92,93
Cc1cc2n(c(=O)c1C#N)CCCN2c1ccccc1,100,0,-4,-4,83,1,99,98
CCCCNCc1cc(Br)c(OCC(=O)NCc2ccccc2)c(OC)c1,105,3,10,-1,101,3,97,97
Cn1c(=O)c2c(ncn2CC(=O)N2CCN(S(=O)(=O)c3ccccc3)CC2)n(C)c1=O,94,7,-11,2,95,2,99,100
O=C(Nc1ccc(Br)cc1F)C1CC(=O)N(C2CCCCC2)C1 (centres undefined),108,0,2,-5,94,1,111,103
O=C(CSc1nnc(CNC(=O)c2c(F)cccc2Cl)o1)NCCc1ccccc1,89,-2,6,1,102,3,92,94
O=C(N/N=C/c1cccnc1)c1[nH]ncc1Br,102,-2,1,4,78,18,100,100
CCCCCc1cc(O)c2c(C)cc(=O)oc2c1,104,17,-2,3,152,3,104,96
CO/N=C(\CS(=O)(=O)Cc1ccc(OC)cc1)c1ccc(Cl)cc1,104,2,5,2,93,9,99,100
CCCCC(=O)NC1(C(F)(F)F)C(=O)N(Cc2ccco2)C(C)=C1C(=O)OC (centres undefined),93,-1,-12,8,102,1,95,93
CCOc1ccccc1N1CCN(C(=O)NCc2ccc(Cl)cc2)CC1,95,-21,-21,4,109,2,102,105
Cc1ccc(/C=N/NC(=O)CN2CCN(Cc3ccccc3)CC2)o1,110,3,8,-6,117,-2,93,95
Cc1cc(C)n(CC(=O)c2ccc(Cl)cc2)n1,104,-12,6,1,104,20,100,105
COc1ccccc1/C=C1\N=C(C(C)(C)C)OC1=O,100,16,-6,-3,93,0,104,96
O=C(O)C1CCCCC1C(=O)NCCc1ccncc1 (centres undefined),106,5,7,2,107,1,108,103
COc1ccccc1CCC(=O)Nc1cccc(S(=O)(=O)N2CCCC2)c1,98,6,-4,8,98,15,102,94
Cc1c(NC(=S)NC(=O)C2CCCCC2)c(=O)n(-c2ccccc2)n1C,96,-2,-8,2,99,-4,100,101
CNC(=O)c1cccc(NC(=O)c2ccccc2OCc2ccccc2)c1,105,-5,0,3,111,23,100,97
CCN(C(=O)c1ccc2c(SCC(=O)O)c3c(nc2c1)CCC3)c1cc(Cl)ccc1OC,101,8,-7,2,103,-1,91,95
S=C(c1cn(CCOc2cccc3ccccc23)c2ccccc12)N1CCCC1,92,-8,3,1,99,17,98,106
CCNC(=S)N/N=C/c1ccc(OCC(=O)Nc2ccc(C)cc2)cc1,109,4,4,1,93,-4,113,98
CCOC(=O)C1=C(CSc2nc3c(cc2C#N)CN(C)CC3)OC(N)=C(C#N)C1c1ccc(Cl)cc1 (centres undefined),95,-8,-33,-25,105,7,97,98
COc1cc(SC)ccc1C(=O)NCCCn1ccnc1,138[may fluoresce violet],0,9,3,87,59*,575*[may fluoresce violet],39*[may fluoresce violet]
COc1ccc(/C=N/OC(=O)Nc2ccccc2OC)cc1,105,-1,9,4,98,5,103,95
Cc1c(C(=O)OCCOc2ccccc2)[nH]c2c1C(=O)CCC2,108,7,10,0,108,4,103,96

# Entries above shown as hits in MEP2-GFP yeast:
structure	LAP4 TOR yeast	GASC-1 inh	proCasp3 act	AHR act	MEP2-GFP yeast	RPL19A TOR yeast
COc1cc(SC)ccc1C(=O)NCCCn1ccnc1	138[may fluoresce violet]	0	3	59*	575*[may fluoresce violet]	39*[may fluoresce violet]

# Whole records as entered above. Order of screens: LAP4 TOR yeast, GASC-1 inh, procasp7 counter, proCasp3 act, Yeast superoxide, AHR act, MEP2-GFP yeast, RPL19A TOR yeast
# CCN(C(=O)c1ccc2c(SCC(=O)O)c3c(nc2c1)CCC3)c1cc(Cl)ccc1OC reads 101, 8, -7, 2, 103, -1, 91, 95
# COc1ccccc1CCC(=O)Nc1cccc(S(=O)(=O)N2CCCC2)c1 reads 98, 6, -4, 8, 98, 15, 102, 94
# Cc1c(NC(=S)NC(=O)C2CCCCC2)c(=O)n(-c2ccccc2)n1C reads 96, -2, -8, 2, 99, -4, 100, 101
# COc1ccc(/C=N/OC(=O)Nc2ccccc2OC)cc1 reads 105, -1, 9, 4, 98, 5, 103, 95

# The list continues:
SMILES,LAP4 TOR yeast,GASC-1 inh,procasp7 counter,proCasp3 act,Yeast superoxide,AHR act,MEP2-GFP yeast,RPL19A TOR yeast
O=C(NNc1c(Cl)cc(Cl)cc1Cl)c1cccc([N+](=O)[O-])c1,109,-2,-7,-15,91,8,106,99
COc1cc(OC)c(OC)cc1CNc1nnnn1C,85,12,-11,0,88,0,103,91
Nc1nonc1-n1nnc(C(=O)N/N=C/c2ccccc2F)c1CN1CCOCC1,105,9,8,4,100,-1,106,99
COCCC(=O)N1CCC(Oc2ccc(C(=O)NCc3csc(C)n3)cc2)CC1,106,-19,-2,-1,67,0,109,109
CC(C)CN1C(=O)C(=O)N(CC(=O)N2CCC(Cc3ccccc3)CC2)C1=O,100,10,8,4,97,-2,105,110
CC(NC(=O)COC(=O)c1ccc2c(c1)OCCO2)c1ccccc1 (centres undefined),97,14,0,11,117,-2,102,98
O=C(CSC1=NCCS1)Nc1nc(-c2ccccc2)cs1,/,0,8,3,97,18,96,91
COc1ccc(-c2sc(Nc3ccccc3)n[n+]2-c2ccc(F)cc2)c(C)c1C,101,-7,-16,-6,102,6,92,101
CSc1nc2c(c(=O)[nH]1)C(c1cccc(Br)c1)CC(=O)N2 (centres undefined),115,106,10,-1,94,5,102,94
O=C(NNC(=O)C12CC3CC(CC(C3)C1)C2)c1cccc(O)c1,87,24,-4,6,112,-2,98,99
Cc1ccc(NC(=O)C2Oc3ccccc3OC2C)cc1 (centres undefined),101,0,3,1,103,51*,106,104
N#Cc1nc(Cc2cccc3ccccc23)oc1N1CCOCC1,99,-8,-2,-7,116,8,96,99
COc1ccccc1NC(=O)c1nnn(CC(=O)Nc2cccc(SC)c2)c1N,102,-15,-2,-2,98,21,97,99
Cc1ccccc1-c1cc(C(=O)NCc2cccc(Br)c2)nn1CC1CC(c2cccc([N+](=O)[O-])c2)=NO1 (centres undefined),112,/,5,8,90,0,101,96
CCC(=O)Nc1cc(C(=O)OC(C(=O)c2ccc(C)c(C)c2)c2ccccc2)ccc1C (centres undefined),85,-3,7,2,93,2,94,94
OCC1(Cc2ccccc2)CCN(Cc2ccc(-c3ccco3)cc2)CC1,93,-3,-12,-7,69,1,102,103
CC(C)(C)c1nnc(NC(=O)C2c3ccccc3Oc3ccccc32)s1,114,-8,-14,-15,102,4,96,96
CCCCN1C(=O)C(=O)N(CC(=O)Nc2cc(OCC)c(N3CCOCC3)cc2OCC)C1=O,112,-6,3,-6,91,1,102,99
CC(Cc1nnc(SCC(=O)O)n1N)c1ccccc1 (centres undefined),96,-9,-14,-2,114,1,101,99
O=C(Nc1ccc(Cl)c(S(=O)(=O)N2CCOCC2)c1)c1ccc2c(c1)OCCO2,93,2,16,2,94,15,91,97
Cc1nn(CC(=O)NC2CCC(C)CC2)c(C)c1[N+](=O)[O-] (centres undefined),94,0,1,4,84,-1,93,93
Cc1ccccc1C1=NC(C(F)(F)F)(C(F)(F)F)c2c(n(-c3ccc(F)cc3)c(=O)[nH]c2=O)N1,87,16,9,-10,99,0,98,95
O=C(C1=C[C@H](c2csc3ccccc23)C[C@H](OCCCCO)O1)N1CCOCC1,94,-1,-1,0,110,4,101,100
CCOC(=O)c1nnc(-c2ccc(C)cc2)nc1Sc1ccccc1Cl,101,-5,-3,4,96,16,106,/
NC(=O)Cc1nc(-c2ccc(F)cc2)cs1,111,7,1,4,111,0,97,99
O=C(Nc1cc(Br)ccc1O)C1CC(c2c(F)cccc2Cl)=NO1 (centres undefined),69,3,-3,5,106,0,84,98
OCCc1ccc(O)c(-n2nc3ccccc3n2)c1,86,4,5,-7,98,3,99,94
Cc1cc(-c2nn3c(-c4ccccc4)nnc3s2)c2ccccc2n1,107,7,4,-3,168,10,106,96
COc1ccccc1-c1nnc(SCC(=O)O)n1C,96,3,3,11,101,26,101,100
O=C(COC(=O)CSc1ccc([N+](=O)[O-])cc1)NCC1CCCO1 (centres undefined),131,-11,/,/,122,/,97,104
CCN1C(=O)[C@H]2[C@@H](c3ccc(C)cc3)N3C(=O)N(c4ccc(OC)cc4)C(=O)[C@@]3(C)[C@H]2C1=O,123,9,6,3,105,0,97,98
COCCCNC(=O)CN1CCN(Cc2ccccc2Cl)C1=O,103,3,2,4,105,2,108,104
CN1CCN(S(=O)(=O)c2ccc3c(c2)oc(=O)n3C)CC1,95,-4,-10,5,94,12,104,111
CCNc1nc(NCC)nc(N/N=C/c2cc(OC)c(OC)c(OC)c2)n1,103,2,1,4,99,32,99,95
COC(=O)C1=C(C)N(C)C(=O)NC1c1ccc(O)c(Cl)c1 (centres undefined),95,0,-2,-4,95,4,103,99
CCOc1ccc(/C(O)=C2/C(=O)C(=O)N(CCCN3CCOCC3)C2c2ccc(C)cc2)cc1C (centres undefined),114,-1,/,/,96,/,103,99
FC(F)(F)c1cccc(NC(=S)NC2CCCC2)c1,106,-10,3,1,112,10,106,108
Cc1ccc(C(=O)n2c3ccccc3c3ccccc32)cc1,101,6,7,-6,91,3,102,100
